BRCT inh red: BRCT-phosphoprotein interaction inhibition (red fluorophore); P38398; BRCT-phosphopeptide binding, red fluorescence polarization; Potency, µM (titrated, usually from 76.9 µM), without a hit: at the top dose activity change, negative = inhibition, hits mostly inhibitors; 0.03% of 75,000 active; AID 892; further: on the % scale 0 is the no-effect control and ±100 the full control effect
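Rhodamine-labelled pBACH1 10-mer (100 nM) bound to BRCT domain (100 nM) at pH 7.3; compounds incubated 12 min room temperature, polarization read. Free peptide defines full inhibition; unlabelled decapeptide titrated as control.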
HADH2 inhib: inhibitors of human HADH2 dehydrogenase | recombinant HADH2, NADH fluorescence, beta-hydroxybutyryl-CoA | Potency, µM (top dose mostly 57.1 µM), without a hit: at the highest dose activity change, negative = inhibition, usual class: inhibitors | Q99714 | 3.4% of 73,000 active | AID 886; further: potency means the concentration at half of the fitted maximal effect; on the % scale 0 is the no-effect control and ±100 the full control effect; nearly all actives have a fitted effect of over 60% in size; many of its hits are not listed in these tables
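NADH fluorescence (ex 360/em 450 nm) read every 30 s for 4 min; activity taken as last-minus-first time point difference. Enzyme 20 nM, NAD+ 1 mM, beta-hydroxybutyryl-CoA 90 uM, pH 9.0 Tris buffer.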
HBB splice mod: alters splicing of the hemoglobin beta chain. Potency, µM (top dose mostly 46.1 µM), for the others: top-dose activation, hits mostly activators. AID 925. 0.06% of 65,000 active. HBB splicing reporter cell assay, activation; EGFP reporter with mutant IVS2-654 intron; response scale: normalised to 500 nM splice-correcting PNA; further: potency means the concentration at half of the fitted maximal effect; 0% is about no effect
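Compounds were applied for 2 days to HeLa EGFP-654 cells, 500/well in Optimem with 2% FCS. The reporter's EGFP is disrupted by mis-splicing of beta-globin intron IVS2-654. Readout: summed well GFP fluorescence from 488 nm laser scanning; reference was 500 nM antisense […] 654 PNA.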
BRCT PPI green: inhibitors of human BRCA1 BRCT-phosphoprotein interaction (green fluorophore). BRCA1 BRCT-phosphopeptide binding, green fluorescence polarization. P38398. Potency, µM (top dose mostly 76.9 µM), without a hit: at the highest dose activity change, negative = inhibition, usual class: inhibitors. 0.05% of 75,000 active. AID 875;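 further: potency means the concentration at half of the fitted maximal effect; plate controls were peptide without protein for full effect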
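Compounds were incubated for 12 min at room temperature with a complex of 100 nM fluorescein-tagged pBACH1 decapeptide and 250 nM His-tagged BRCT protein. Buffer was phosphate pH 7.3 with EDTA, DTT and Tween 20. Disruption of binding lowers the polarization signal.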
Ub-GFP proteasome: proteasome inhibitors stabilizing ubiquitin-GFP reporter | Ubiquitin-GFP reporter cells, proteasome inhibition, GFP fluorescence; response scale: untreated = 0%, 10 µM MG-132 = 100% | 67,000 tested, under 10 active | AID 526 | Potency, µM (highest dose often 45.9 µM), without a hit: top-dose activation (GFP accumulation), most hits filed as activators; active means well fitted activation curve with a large enough effect, not every such curve was filed as active; inconclusive means small, poorly fitted or top-dose-only effect, or another doubt; inactive means no such curve, though single readings can be large or run the other way; further: potency means the concentration at half of the fitted maximal effect
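Proteasome block read as GFP accumulation: ubiquitin(G76V)-GFP U2OS cells exposed to compound (2.9 nM–46 uM) for 4 hr at 37 C. Normalization used untreated cells as 0% and 10 uM MG-132 as 100%; concentration-response curves fitted.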
USP2a inhib: inhibitors of human ubiquitin-specific protease USP2a; O75604; AID 927; 0.1% of 60,000 active; USP2a enzymatic assay, qHTS inhibition; Potency, µM (doses to about 38.3 µM), for the others: top-dose activity change, negative = inhibition, hits mostly inhibitors;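 further: potency means the concentration at half of the fitted maximal effect; nearly all actives have a fitted effect of over 60% in size; plate controls were DMSO for no effect and NEM full inhibition control for full effect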
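USP2 core (20nM final) preincubated 30 min RT with compound, then Ub-PLA2 20nM and NBD C6-HPC 20uM final added; buffer 20mM Tris-HCl pH 8.0, 2mM CaCl2. Fluorescence Ex 460/Em 535 read at 0 and 2.5 h; normalized to NEM.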
Hsp90 Hop PPI: changes Hsp90-Hop TPR2A binding signal, up or down; AlphaScreen TPR2A-His6 binding biotin-Hsp90 C-terminal peptide; AID 595; Potency, µM (top dose mostly 57 µM), for inactives: at the highest dose activity change, negative = inhibition; 0.44% of 71,000 active; active means well fitted curve in either direction with a large enough effect; inconclusive means small, poorly fitted or top-dose-only effect, or another doubt; further: potency means the concentration at half of the fitted maximal effect; on the % scale 0 is the no-effect control and ±100 the full control effect; many of its hits are not listed in these tables
CRE Fsk mod: alters forskolin-stimulated CRE reporter signaling in CHO cells | CHO CRE-bla reporter (cAMP response element driving beta-lactamase), forskolin EC10, beta-lactamase ratio | Potency, µM (series often up to 38.2 µM), without a hit: at the highest dose activity change, negative = inhibition, actives largely listed as activators | 2.5% of 71,000 active | AID 662; active means well fitted activation curve with a large enough effect in the signal ratio, with a control signal flat, not every such curve was filed as active; inconclusive means small, poorly fitted or top-dose-only effect, or effect the other way, or a change in a side signal; the % refers to the signal ratio; further: potency means the concentration at half of the fitted maximal effect; % of control where 0% means no effect
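Modulation of forskolin signalling: compounds in titration series added with EC10 NKH 477 to CHO cells carrying a CRE-driven beta-lactamase reporter, 3 h, 37C. CCF4 FRET ratio (460/530 nm, ex 405 nm) gives %activity and AC50.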
Pol III holo inh: DNA polymerase III holoenzyme inhibition; Potency, µM (highest dose often 57.1 µM), inactives show at the highest dose activity change, negative = inhibition; AID 603; reconstituted DNA polymerase III holoenzyme replication, biochemical; 0.25% of 71,000 active; further: potency means the concentration at half of the fitted maximal effect; on the % scale 0 is the no-effect control and ±100 the full control effect
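Reconstituted *E. coli* holoenzyme (0.35 nM Pol III, 1 nM beta, 154 nM SSB, 2 nM primase) was preincubated with compound for 15 min at RT. Synthesis on 1.4 nM ssM13Gori ran 35 min, then was stopped with PicoGreen/EDTA and read as dsDNA fluorescence.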
Epigenetic mod: derepresses silenced GFP locus in mouse C127i cells. Potency, µM (titrated, usually from 46.1 µM), inactives show top-dose GFP derepression (activation). 0.09% of 68,000 active. mouse C127i GFP locus derepression, cytometry, 30 h; further: % of control where 0% means no effect
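Locus derepression in mouse mammary C127i cells whose integrated CMV-GFP reporter is normally silent; GFP expression after 30 h compound treatment was quantified by counting fluorescent cells.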
ALOX15 inhib: blocks human 15-lipoxygenase activity. P16050. Potency, µM (highest dose often 57.1 µM), without a hit: top-dose activity change, negative = inhibition, actives largely listed as inhibitors. 1.4% of 74,000 active. AID 887. purified 15hLO-1, xylenol orange hydroperoxide absorbance; further: potency means the concentration at half of the fitted maximal effect; on the % scale 0 is the no-effect control and ±100 the full control effect; nearly all actives have a fitted effect of over 55% in size
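Inhibition is scored from a chromogenic endpoint. After 15 min enzyme-compound contact, arachidonic acid (50 uM final) reacts 6 min with 40 nM 15hLO-1 at room temperature, then Fe-XO reagent is added for 30 min and absorbance ratio recorded.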
Active calls of the source: *; ? = inconclusive; . = no result given; [ ] = remark or other dose. Unless noted, the call rests on the fitted dose curve; in most records, active means well fitted curve in the direction sought with a large enough effect; inconclusive means small, poorly fitted or top-dose-only effect, or another doubt; inactive means no such curve, though single readings can be large; an effect the other way counts as inactive or inconclusive.

SMILES	BRCT inh red	HADH2 inhib	HBB splice mod	BRCT PPI green	Ub-GFP proteasome	USP2a inhib	Hsp90 Hop PPI	CRE Fsk mod	Pol III holo inh	Epigenetic mod	ALOX15 inhib
C=CCn1cnc2c(c1=O)c1nc3ccccc3nc1n2/N=C/c1cccc(OC)c1OC	-0.3%	16.6%	3.1%[57.5 µM]	-0.6%	1.7%	11.3%	-5.7%	?	-1.2%	0.0%	-7.9%
CN1CCN(c2ncc3nc(-c4ccc(Cl)cc4)c(=O)n(C4CC4)c3n2)CC1	-1.4%	32.5%[activator]	-1.4%	-1.3%	0.9%	97.8%[activator]	0.3%	?	-4.1%	-0.4%[9.22 µM]	-19.2%
O=C(NCCN1CCOCC1)c1ccc2c(c1)N(Cc1ccccc1)C(=O)CS2	-1.3%	0.8%	2.0%	-2.2%	-3.3%	8.9%	-2.5%	1.4%	2.7%	-2.6%	5.9%
COc1cccc(Cn2c(=O)c(-c3ccc(F)cc3)nc3cnc(N4CCNCC4)nc32)c1	-2.7%	15.6%	0.2%	-3.1%	12.0%	136.1%[activator]	11.9%	?	-6.8%	7.8%[9.22 µM]	0.3%
CS(=O)(=O)N1CCC[C@@]2(CCN(C(c3ccccc3)c3ccccc3)C2)C1	-2.2%	-1.5%	-1.3%	2.1%	-3.1%	3.3%	-0.6%	10.2%	-1.3%	2.4%[9.22 µM]	-13.3%
Cc1ccc(C(=O)O)cc1S(=O)(=O)NCC1CCCO1 (configuration not stated)	-1.3%	7.7%	-0.6%	-1.0%	-4.9%	10.4%	-3.1%	-18.6%	0.2%	5.7%	1.7%
CC(=O)N1CCc2cc(S(=O)(=O)NC(CC(C)C)C(=O)N3CCn4c3nc3ccccc34)ccc21 (configuration not stated)	-0.3%	4.8%	4.2%	-0.2%	6.6%	64.1%[activator]	-1.6%	?	-21.8%	1.9%	1.5%
Cc1cc(C)nc(NS(=O)(=O)c2ccc(NC(=O)c3ccco3)cc2)n1	1.0%	2.1%	-1.4%	-1.2%	-15.9%	-0.6%	-0.4%	10.3%	-6.2%	-1.3%	6.2%
COc1ccc(-c2noc(-c3ccccc3C(=O)NCc3ccco3)n2)cc1	0.9%	-2.2%	-1.0%[1.84 µM]	1.3%	-7.1%	4.3%	1.1%	-2.5%	1.2%	-4.2%	-3.1%
CCC(=O)O[C@@]1(C(=O)CCl)[C@@H](C)C[C@@H]2[C@H]3CCC4=CC(=O)C=C[C@@]4(C)[C@]3(F)[C@@H](O)C[C@@]21C	-0.4%[34.4 µM]	-1.7%[25.6 µM]	-2.4%[20.6 µM]	2.0%[34.4 µM]	-6.7%[20.5 µM]	38.3%[activator][17.1 µM]	-2.0%[26 µM]	-3.4%[17.1 µM]	-0.7%[25.6 µM]	0.0%[20.6 µM]	8.5%[25.6 µM]
COc1cccc(N2CCN(c3c4c(nc5ncnn35)CCC4)CC2)c1	-1.1%	2.5%	-2.0%	0.6%	-2.7%	-18.8%	-8.9%	9.7%	-10.2%	-1.3%	4.5%
Cc1cccc(C(=O)NC2CCN(CC(=O)N3CCOCC3)CC2)c1	-0.1%	0.0%	-1.6%	-0.5%	3.9%	-5.4%	0.6%	-8.0%	3.7%	-3.2%	2.5%
Cc1noc(NS(=O)(=O)c2ccc(NC(=O)CCn3c(=O)oc4ccccc43)cc2)c1C	-1.2%	-15.2%	1.2%	1.1%	2.9%	.	-0.5%	?	-4.3%	.	-4.5%
Nc1nc2c(C(=O)NCc3cccs3)nnn2c2cccc(Cl)c12	-0.9%[15.4 µM]	3.8%[11.4 µM]	2.4%[9.22 µM]	-1.3%[15.4 µM]	10.8%[9.17 µM]	.	-4.2%[11 µM]	-3.9%[7.6 µM]	-4.3%[11.4 µM]	-3.4%[9.22 µM]	14.9%[11.4 µM]
COC(=O)C1(C)C=C2C(=C(c3ccccc3)C(=O)C2C)CN1 (configuration not stated)	-1.4%	-25.8%	0.5%	-3.2%	.	.	-3.1%	-9.8%	-7.5%	.	.
CCOC(=O)c1[nH]c(=O)[nH]c1COC(=O)c1cc2ccccc2o1	0.6%	-4.9%[11.4 µM]	2.1%[0.0738 µM]	0.3%	-25.6%[9.17 µM]	3.7%[7.66 µM]	-22.2%[11 µM]	?	0.1%[11.4 µM]	-1.5%	-8.8%[11.4 µM]

Record cards (already shown). Values in the order: BRCT inh red | HADH2 inhib | HBB splice mod | BRCT PPI green | Ub-GFP proteasome | USP2a inhib | Hsp90 Hop PPI | CRE Fsk mod | Pol III holo inh | Epigenetic mod | ALOX15 inhib
Shown for COC(=O)C1(C)C=C2C(=C(c3ccccc3)C(=O)C2C)CN1 (configuration not stated) : -1.4% | -25.8% | 0.5% | -3.2% | . | . | -3.1% | -9.8% | -7.5% | . | .
Shown for CCOC(=O)c1[nH]c(=O)[nH]c1COC(=O)c1cc2ccccc2o1 : 0.6% | -4.9%[11.4 µM] | 2.1%[0.0738 µM] | 0.3% | -25.6%[9.17 µM] | 3.7%[7.66 µM] | -22.2%[11 µM] | ? | 0.1%[11.4 µM] | -1.5% | -8.8%[11.4 µM]

Two of the compounds above, with two lines to a compound.
Below each compound: BRCT inh red | HADH2 inhib | HBB splice mod | BRCT PPI green | Ub-GFP proteasome | USP2a inhib | Hsp90 Hop PPI | CRE Fsk mod | Pol III holo inh | Epigenetic mod | ALOX15 inhib
Nc1nc2c(C(=O)NCc3cccs3)nnn2c2cccc(Cl)c12
  -0.9%[15.4 µM] | 3.8%[11.4 µM] | 2.4%[9.22 µM] | -1.3%[15.4 µM] | 10.8%[9.17 µM] | . | -4.2%[11 µM] | -3.9%[7.6 µM] | -4.3%[11.4 µM] | -3.4%[9.22 µM] | 14.9%[11.4 µM]
CCOC(=O)c1[nH]c(=O)[nH]c1COC(=O)c1cc2ccccc2o1
  0.6% | -4.9%[11.4 µM] | 2.1%[0.0738 µM] | 0.3% | -25.6%[9.17 µM] | 3.7%[7.66 µM] | -22.2%[11 µM] | ? | 0.1%[11.4 µM] | -1.5% | -8.8%[11.4 µM]

Assay outcomes from PubChem BioAssay.

Some of the compounds tested; count on the stated rates, not on these rows.
